SUMO1-SIM PPI – SUMO1-SIM interaction modulation; 360,000 compounds, 0.33% hits; AID 602429; SUMO1 binding to a labelled peptide, TR-FRET, 1 h; inhibition, % at 20 µM; P63165; in the data active = inhibition above about 37%
Target sequence (P63165 whole entry, looked up): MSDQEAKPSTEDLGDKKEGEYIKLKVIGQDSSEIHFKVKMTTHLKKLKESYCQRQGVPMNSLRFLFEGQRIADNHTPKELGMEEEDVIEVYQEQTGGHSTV
LMPTP block – blocks human LMPTP phosphatase; P24666; recombinant LMPTP-A, OMFP fluorogenic substrate, fluorescence intensity; inhibition, % at 20 µM; 360,000 compounds, 0.22% hits; AID 651560;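 active = compounds that cut the enzyme signal by at least half of the control window in the single-dose screen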;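 note: plate controls were DMSO wells with enzyme plus substrate for no effect and substrate without enzyme for full effect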
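Test system: LMPTP-A phosphatase enzyme. Amount: LMPTP-A at 0.625 nM final in the reaction. Reagent: OMFP substrate, 400 µM final. Times: 50 min at room temperature. Signal: endpoint fluorescence intensity from OMFP dephosphorylation. Read-out basis: % inhibition. Benchmarks: no-enzyme and uninhibited controls.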
Scp1 inh – Scp-1 (human) phosphatase inhibition; inhibition, % at 20 µM; AID 493091; Recombinant Scp1, phosphopeptide, malachite green phosphate absorbance; 340,000 compounds, 0.88% hits;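 active = inhibition above about 50% at 20 µM, limit read from the data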;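 note: plate controls were DMSO wells with enzyme for no effect and wells lacking enzyme for full effect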
Target sequence (Q9GZU7 76-261 limits assumed): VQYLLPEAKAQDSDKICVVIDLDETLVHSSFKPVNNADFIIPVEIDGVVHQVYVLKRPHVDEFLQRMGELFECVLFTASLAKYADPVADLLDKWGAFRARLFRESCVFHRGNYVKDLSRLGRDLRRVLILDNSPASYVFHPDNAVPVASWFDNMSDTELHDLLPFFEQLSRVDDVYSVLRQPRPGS
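assay system = SCP-1 phosphatase catalytic domain, residues 76-261 | buffer or medium = 50 mM Tris acetate pH 5.5, 0.005% Tween-20, 10 mM MgCl2 | incubation = enzyme reaction 45 min at room temperature, colour 5 min, stabilisation 30 min | signal = Phosphate-binding colour reagent, absorbance read at 630 nm | measure = % inhibition at 20 µM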
NadD block – NadD (S. aureus) enzyme inhibition; purified NadD enzyme, colorimetric absorbance read-out; inhibition, % at 20 µM; 360,000 compounds, 0.78% hits; in the data active = inhibition above about 26%; note: some compounds past the cut are filed as inactive
STEP block – inhibitors of human striatal-enriched phosphatase STEP. inhibition, % at 20 µM. AID 588621. P54829. recombinant STEP, OMFP fluorogenic substrate, fluorescence. 360,000 compounds, 0.25% hits;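 active = inhibition at 20 µM, scaled per plate between control wells, above about 37%, limit read from the data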;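 note: 0% = DMSO with enzyme and substrate and 100% = substrate only without enzyme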
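Material: STEP (striatal-enriched tyrosine phosphatase) enzyme, cell-free; Compound dosing: 20 µM single dose in 1% DMSO; Technique: fluorescence read at 480 nm ex / 540 nm em; Times: reaction 20 min, ambient temperature; Medium: 50 mM Bis-Tris pH 6.0 with 2.5 mM DTT and 0.005% Tween 20; Also added: OMFP at 25 µM.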
PABP1 MLLE inh – blocks PAM2 peptide binding to the PABP1 MLLE domain | 360,000 compounds, 0.36% hits | P11940 | GST-MLLE / FITC-PAM2 fluorescence polarization | inhibition, % at 20 µM; in the data active = inhibition above about 35%, passing the limit was not always enough;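 note: plate controls were DMSO wells with GST-MLLE for no effect and wells lacking GST-MLLE protein for full effect; some results filed as inactive read as strong as hits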
CSN deneddyl inh – CSN deneddylation inhibition; Purified CSN, SCF-Nedd8-OG deneddylation, fluorescence polarization; inhibition, % at 12.5 µM; 360,000 compounds, 0.38% hits;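 active = pattern-corrected inhibition above about 35%, with an unprinted fluorescence ratio check between 0.5 and 1.5, limit read from the data, passing the limit was not always enough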;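 note: 0% = enzyme with substrate and 100% = substrate without enzyme; some results filed as inactive read as strong as hits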
Target sequence (Q92905 whole entry, looked up, one chain of several): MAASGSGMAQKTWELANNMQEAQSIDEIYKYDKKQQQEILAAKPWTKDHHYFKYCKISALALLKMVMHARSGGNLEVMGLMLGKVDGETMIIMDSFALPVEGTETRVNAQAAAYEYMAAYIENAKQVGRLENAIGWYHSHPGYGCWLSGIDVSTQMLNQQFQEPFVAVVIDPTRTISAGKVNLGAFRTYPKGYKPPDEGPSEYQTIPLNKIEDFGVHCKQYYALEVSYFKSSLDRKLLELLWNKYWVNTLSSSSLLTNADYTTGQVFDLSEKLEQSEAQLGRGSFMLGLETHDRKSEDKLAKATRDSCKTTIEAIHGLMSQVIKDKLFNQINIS
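test system = HEK293T-derived human Csn5 enzyme | amount = 0.24 nM Csn5 enzyme, final concentration | medium = Tris/NaCl/DTT buffer, pH 7.5 | schedule = 90 min reaction at room temperature | signal = FP | evaluation = inhibition of Csn5 cleavage, % | compound dosing = single dose of 12.5 µM compound with 0.25% DMSO | probe or stimulus = 10 nM SCFSkp2-Nedd8OG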
Tb MetRS inh – blocks T. brucei methionyl-tRNA synthetase activity; purified T. brucei MetRS, ATP depletion, Kinase-Glo luminescence; inhibition, % at 11.9 µM; 360,000 compounds, 0.4% hits;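 active = inhibition above a per-plate cutoff of the control wells' mean inhibition plus 3 SD, cut at about 5.5% in these data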;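 note: 0% = DMSO wells median and 100% = median of wells with control inhibitor compound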
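System: purified T. brucei MetRS enzyme / Detection: Kinase-Glo luciferase luminescence reporting remaining unconsumed ATP / Medium: HEPES buffer with MgCl2, KCl, DTT, spermine, BSA, pyrophosphatase / Replication: singlicate, one well per compound / Evaluation: percent inhibition relative to median high and low control wells / Schedule: 2 h aminoacylation at 25 °C after 15 min preincubation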
DNMT1 block – inhibitors of human DNMT1 | P26358 | DNMT1 molecular beacon, Hinp1I cleavage, fluorescence | inhibition (reported as % activation of signal), % at 10 µM | 360,000 compounds, 0.83% hits | AID 588458; in the data active = inhibition above about 50%
Rpn11 inh – blocks the human proteasome subunit Rpn11 | human 26S proteasome, Ub4-pepOG fluorescence polarization; 20S core pre-blocked with epoxomicin | calls only at 20 µM | 360,000 compounds, 0.59% hits;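 active = inhibition at 20 µM, scaled to each plate's controls, above about 33%, limit read from the data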
Target sequence (O00487 whole entry, looked up): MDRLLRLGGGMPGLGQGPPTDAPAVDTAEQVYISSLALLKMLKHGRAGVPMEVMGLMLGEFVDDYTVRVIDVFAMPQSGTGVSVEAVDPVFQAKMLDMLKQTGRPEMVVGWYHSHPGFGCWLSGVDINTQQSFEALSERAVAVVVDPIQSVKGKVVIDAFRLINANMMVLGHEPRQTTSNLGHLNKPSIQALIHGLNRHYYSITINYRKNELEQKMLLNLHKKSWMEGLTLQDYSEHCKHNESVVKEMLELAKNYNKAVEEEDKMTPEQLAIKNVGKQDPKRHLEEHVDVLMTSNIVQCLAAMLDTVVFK
Numbers without * were called inactive; i = inactive; x = no result given.

SMILES	SUMO1-SIM PPI	LMPTP block	Scp1 inh	NadD block	STEP block	PABP1 MLLE inh	CSN deneddyl inh	Tb MetRS inh	DNMT1 block	Rpn11 inh
Cc1ccc(OCc2nc3ccccc3n2C(C(=O)Nc2c(C)cccc2C)C2CC2)cc1 (stereo not given)	-2	1.5	x	x	x	x	4	0.0	x	x
c1ccc2c(c1)CC1(CCCC1)N=C2N1CCOCC1	2	-1.9	-11	-5	0	-2	1	0.1	6	i
Cc1ccc(Cc2c(-c3ccco3)nc3c(C)cc(Br)cn23)cc1	-2	1.8	x	15	2	-1	18	-0.3	4	i
COCCCN(C(=S)Nc1cccc(Cl)c1)C(C)c1ccncc1 (stereo not given)	0	-0.8	-5	-5	-1	-16	-6	-0.4	-2	i
COc1ccc(NC(=O)CCc2nc3ccccc3[nH]2)cc1	2	-0.7	-5	-2	-1	-13	-5	0.4	2	i
CN(C)Cc1c(C(=O)N/N=C/c2ccc(-c3ccccc3)cc2)nnn1-c1nonc1N	1	-1.6	-3	-5	-3	5	3	-0.9	1	i
COCCCN(C(=O)c1ccc(N2CCCC2=O)cc1)c1c(N)n(Cc2ccccc2)c(=O)[nH]c1=O	-3	-0.5	-4	4	-1	-5	-1	-0.4	-1	i
CC(=O)Nc1ccc(NC(=O)C(C)OC(=O)C2CCCCC2)cc1 (stereo not given)	1	-0.1	-2	-8	-2	-5	-4	-0.1	-2	i
CC1(C)Cc2c(c(-c3ccco3)nc3n[nH]c(N)c23)CO1	-5	-2.6	-2	-21	1	-14	-2	-1.0	-4	i
COc1ccc(CC(=O)Nc2nc(-c3cccnc3)cs2)cc1	1	-0.1	-2	4	0	7	4	-0.4	-3	i
COC(=O)c1ccc(C)c(NC(=O)CCSc2ccc(Cl)cc2)c1	-4	0.7	-13	-11	-1	2	5	-1.4	2	i
Cc1ccc(CN2CCN(Cc3cn(C(C)C)c4ccccc34)CC2CCO)o1 (stereo not given)	0	-1.0	-14	-10	3	3	-6	-0.5	-2	i
COc1ccccc1C1NC(c2ccccc2OC)C(C)C(=O)C1C (stereo not given)	1	0.8	0	-5	-3	-2	-10	-1.7	2	i
CCOc1ccc(N(CC(=O)NC2CC3CCC2C3)S(=O)(=O)c2ccc(C)cc2)cc1 (stereo not given)	-3	2.1	1	-8	2	-2	3	-0.2	0	i
CCS(=O)(=O)N1CCCC(C(=O)NCCc2ccc(C)cc2)C1 (stereo not given)	2	-0.5	-10	-8	-4	-2	3	-0.2	10	i
COc1cccc(NC(=S)NNC(=O)C(C)n2nc(C)c([N+](=O)[O-])c2C)c1 (stereo not given)	1	-1.7	-2	5	-2	6	-4	-0.8	0	i
COc1ccc(C(=O)Nc2ccccc2C(=O)NCc2ccco2)cc1OC	0	-2.2	-5	-6	-1	-9	1	-0.8	-3	i
Cn1c(SCc2nc(-c3ccc(Cl)cc3)no2)nnc1-c1cccs1	7	0.4	13	2	-2	6	-2	-1.1	-7	i
CC(NC(=O)C(C(=O)c1cccc([N+](=O)[O-])c1)n1cc(Cl)ccc1=O)c1ccccc1 (stereo not given)	-1	-2.2	-3	-3	0	10	-3	-0.5	0	i
Cc1ccc(S(=O)(=O)NCCC(=O)N2CCCC(C)C2)cc1 (stereo not given)	-1	-2.2	-3	2	-2	-8	-10	0.2	4	i
CN(CC(O)CN)CC(O)CN1CCCCC1 (stereo not given)	-58	-9.8	-3	3	-3	-4	-1	-0.8	-3	i
Cc1cc(C)cc(C(=O)/C=C2\NC(=O)CS2)c1	-5	-0.8	3	0	-7	-4	-2	-2.0	1	i
CC1CCCN(c2ccc(C(=O)Nc3nnc(C4CC4)s3)cc2[N+](=O)[O-])C1 (stereo not given)	-5	0.5	-3	-1	-1	24	-7	-0.2	-2	i
O=C(Nc1cnccn1)Nc1ccccc1Cl	-1	-1.5	-7	-2	-1	7	0	0.4	1	i
Cc1ccc(C(=O)Nc2ccc(S(=O)(=O)N3CCCC3)cc2)cc1	2	-0.3	-1	-8	-3	-2	1	-0.9	-1	i
Further compounds.
SMILES	SUMO1-SIM PPI	LMPTP block	Scp1 inh	NadD block	STEP block	PABP1 MLLE inh	CSN deneddyl inh	Tb MetRS inh	DNMT1 block	Rpn11 inh
CCOC(=O)[C@H]1[C@H]2COc3ccc(OC)cc3[C@@H]2N2C(=O)[C@H](C)NC(=O)[C@@]12C	5	-2.5	-4	-4	-2	11	0	0.2	6	i
O=C(O)Cc1sc(Nc2ccccc2)nc1-c1ccc(Cl)cc1	-1	0.6	-3	10	0	-130	-5	-0.4	-13	i
Cn1cncc1C#Cc1ccc2cc(CCCO)oc(=O)c2c1	-29	-0.4	-6	1	0	6	-4	-0.6	3	i
Cc1ccc2nc(-c3ccc(O)cc3)oc2c1	5	3.8	-5	-4	2	-10	4	-1.2	-1	i
CCCc1cc(=O)oc2cc3oc(C)c(C)c3cc12	-2	0.1	-14	-2	-3	4	1	-0.4	4	i
Cc1ccc(C(=O)Nc2scc(-c3ccccc3)c2C(=O)O)cc1	12	-0.5	-7	-1	2	4	1	0.9	1	i
COc1ccc(C(CCNCc2ccc(N(C)C)cc2)c2ccccc2OC)cc1 (stereo not given)	-4	2.5	10	-6	-1	-10	5	-1.1	1	i
COc1ccc(N(CC(=O)NC2CC3CCC2C3)S(=O)(=O)c2ccc(C)c([N+](=O)[O-])c2)cc1 (stereo not given)	-12	1.2	-4	-2	6	7	-2	-0.3	2	i
Cc1cccc(NC(=S)NCCc2ccccn2)c1	-7	-0.4	-7	-3	-2	0	-1	0.1	-3	i
CCCCN(C)CCNC(=O)CCn1nc(-c2ccc(Cl)cc2)ccc1=O	-12	-3.9	-19	-6	-3	-7	-2	-0.7	-1	i
COC(C/C=C/C(=O)COCc1ccccc1)OC	6	0.0	-12	-2	0	-8	2	-0.2	1	i
COc1cc(-c2noc(-c3ccccc3C(=O)NCc3ccco3)n2)cc(OC)c1OC	4	-1.2	3	-5	-1	0	-1	0.6	3	i
Cc1ccc(N2C(=O)c3ccc(C(=O)O)cc3C2=O)c(C)c1	-20	0.0	-2	1	1	7	-2	0.2	-1	i
CCOC(=O)c1c(NC(=O)CSc2n[nH]c(CNc3ccccc3)n2)sc(C)c1C	1	3.0	-7	7	-2	11	-4	-1.6	-7	i
C[C@H](CO)N1C[C@H](C)[C@@H](CN(C)C(=O)Nc2ccc(C(F)(F)F)cc2)Oc2c(NS(=O)(=O)c3cn(C)cn3)cccc2C1=O	2	0.2	38	1	4	0	-3	-0.7	5	i
COc1ccc(N2C(=O)CSC2c2cccc(F)c2)cc1 (stereo not given)	2	-1.0	-2	-1	-1	-3	1	-0.9	-2	i
Cc1ccsc1C(=O)N1CCC1(C)C(=O)NCc1cccc2ccccc12 (stereo not given)	-3	0.1	x	-6	-2	-4	1	-0.1	2	i
CC(=O)N(C1=C(O)c2ccccc2C(=O)C1=O)C1CCCCC1	-26	-1.2	0	9	1	8	-2	-0.7	-6	i
CON(C)c1nc(NCC(C)C)nc(OCC#N)n1	-6	-1.0	-5	-1	-1	2	-3	-0.5	0	i
CCN(c1ccccc1)S(=O)(=O)c1ccc(OC)c(NC(=O)c2cccs2)c1	6	0.4	-5	-2	-5	-10	2	-0.1	5	i
COC(=O)c1c(-c2ccccc2)c(-c2ccccc2)nn(C)c1=O	-1	-0.8	-1	-1	-2	-19	2	-0.6	0	i
Cc1nn(CC(=O)N2CCOCC2)c(=O)c2nn(-c3ccccc3)c(C)c12	4	-1.1	-7	-6	-1	-1	3	-0.3	1	i
Cc1ccc(C(=O)NCCNC(=O)c2ccco2)cc1C	2	-2.0	-5	-1	-1	3	3	-0.5	0	i
COCCOc1ccc(C(F)(F)F)cc1NC(=O)c1ccc(F)cc1	-5	-0.2	-8	-7	-2	-30	-3	-0.6	1	i
CCn1cc(C2=NOC(C(=O)O)C2)c(C)n1 (stereo not given)	-2	0.3	0	5	1	9	-4	0.1	2	i

Profiles, looked up by structure. Screens in order: SUMO1-SIM PPI	LMPTP block	Scp1 inh	NadD block	STEP block	PABP1 MLLE inh	CSN deneddyl inh	Tb MetRS inh	DNMT1 block	Rpn11 inh
Cn1cncc1C#Cc1ccc2cc(CCCO)oc(=O)c2c1 reads -29	-0.4	-6	1	0	6	-4	-0.6	3	i
COc1cc(-c2noc(-c3ccccc3C(=O)NCc3ccco3)n2)cc(OC)c1OC reads 4	-1.2	3	-5	-1	0	-1	0.6	3	i
COC(=O)c1c(-c2ccccc2)c(-c2ccccc2)nn(C)c1=O reads -1	-0.8	-1	-1	-2	-19	2	-0.6	0	i

Next part:
SMILES	SUMO1-SIM PPI	LMPTP block	Scp1 inh	NadD block	STEP block	PABP1 MLLE inh	CSN deneddyl inh	Tb MetRS inh	DNMT1 block	Rpn11 inh
N#Cc1ccccc1NC(=O)COC(=O)COc1ccccc1[N+](=O)[O-]	-2	-2.6	-14	-4	-1	8	5	-0.6	5	i
COc1cc(OC)cc(-c2nnc(SCC(=O)N(C(C)C)C(C)C)o2)c1	-4	0.1	-14	5	1	-1	-4	-0.2	-3	i
Cc1cccnc1NC(=O)c1ccc(Cl)c(S(=O)(=O)N2CCCCC2)c1	2	-0.6	2	8	0	9	8	-0.3	2	i
O=C(COc1cccc(C(F)(F)F)c1)NNC(=O)Cc1ccc(S(=O)(=O)N2CCOCC2)s1	2	-0.7	-10	1	3	-14	6	0.2	-13	i
O=C(CN1C(=O)CCC1=O)Nc1ccc(Br)cc1	-3	1.1	-4	-13	-6	-13	1	1.2	-7	i
CCOC(=O)c1c(C)[nH]c(C(=O)N(C)Cc2cccc(OC)c2OC)c1C	6	0.0	3	-5	-2	5	-4	-1.2	3	i
COc1ccc(S(=O)NC2CCCCC2)c(OC)c1C (stereo not given)	1	-2.9	-4	-6	-6	3	6	-2.0	-2	i

Compound activity as filed in PubChem.
